# Screening results from PubChem.
# CHO-K1 Ca antag – M1 antagonist counterscreen hit in parental CHO-K1 cells | hit rate 0.6% among 360,000 | ATP-induced calcium, Fluo-8 fluorescence | inhibition, % at 3 µM | AID 602250;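 active = inhibition above a per-plate cutoff, the plate's mean sample inhibition plus 3 SD, cut at about 24% in these data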;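 also: 0% = DMSO plus EC80 ATP and 100% = DMSO alone without ATP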
# M4 antag – CHRM4 antagonism in calcium assay. hit rate 0.73% among 360,000. CHO-hM4 cells, ACh EC80, Fluo-8 calcium fluorescence. P08173. AID 624125. inhibition, % at 3 µM;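 active = inhibition above its plate's cutoff, the mean inhibition of sample wells plus 3 SD, cut at about 27% in these data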;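 also: 0% = acetylcholine EC80 with DMSO and 100% = DMSO without agonist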
# Target sequence (P08173 whole entry, looked up): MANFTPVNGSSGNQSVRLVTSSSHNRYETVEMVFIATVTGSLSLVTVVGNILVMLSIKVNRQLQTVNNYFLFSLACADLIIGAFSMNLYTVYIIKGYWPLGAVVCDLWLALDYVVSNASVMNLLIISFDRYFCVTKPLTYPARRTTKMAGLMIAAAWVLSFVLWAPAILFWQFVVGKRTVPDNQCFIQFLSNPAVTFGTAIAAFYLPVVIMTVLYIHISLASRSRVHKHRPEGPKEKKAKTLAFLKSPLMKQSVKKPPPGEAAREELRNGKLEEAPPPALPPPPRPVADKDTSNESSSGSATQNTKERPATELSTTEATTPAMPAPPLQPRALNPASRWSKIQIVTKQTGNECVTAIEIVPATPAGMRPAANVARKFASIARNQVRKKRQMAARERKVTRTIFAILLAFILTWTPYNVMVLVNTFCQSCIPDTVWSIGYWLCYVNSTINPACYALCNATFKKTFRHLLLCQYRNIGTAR
# CHRM1 PAM – human CHRM1 positive allosteric modulation; P11229; CHO-K1 hM1, Fluo-8 calcium fluorescence, ACh EC20; 0% = ACh EC20, 100% = maximal ACh; activation, % at 3 µM; hit rate 0.088% among 360,000; in the data active = activation above about 19%, passing the limit was not always enough
# Target sequence (P11229 whole entry, looked up): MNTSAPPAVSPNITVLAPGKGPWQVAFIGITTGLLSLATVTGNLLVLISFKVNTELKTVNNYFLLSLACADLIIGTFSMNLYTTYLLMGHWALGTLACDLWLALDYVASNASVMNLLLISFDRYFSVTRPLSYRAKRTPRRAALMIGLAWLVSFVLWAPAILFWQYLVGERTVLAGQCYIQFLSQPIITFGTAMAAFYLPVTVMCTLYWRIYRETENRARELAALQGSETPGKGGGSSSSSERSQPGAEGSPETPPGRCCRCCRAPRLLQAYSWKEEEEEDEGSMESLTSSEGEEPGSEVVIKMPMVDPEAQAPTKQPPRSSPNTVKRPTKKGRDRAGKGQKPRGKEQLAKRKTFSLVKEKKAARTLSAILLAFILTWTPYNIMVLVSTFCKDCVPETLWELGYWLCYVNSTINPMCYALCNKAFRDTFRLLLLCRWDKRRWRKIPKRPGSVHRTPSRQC
# M1 ag parental – M1 agonist counterscreen hit in parental CHO-K1 cells | Fluo-8 calcium fluorescence; scaled to maximal ATP response, vehicle zero | activation, % at 3 µM | hit rate 0.48% among 360,000; in the data active = activation above about 15%;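 also: untransfected CHO-K1 host cells lacking M1 receptor as counterscreen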
# OXTR potentiator – human OXTR potentiation | P30559 | CHO-OTR cells, Fluo-8 calcium fluorescence, potentiator mode; 0% = oxytocin EC15, 100% = EC100 | hit rate 0.061% among 320,000 | activation, % at 3 µM | AID 2445;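 active = activation above that plate's cutoff, the mean activation of tested compounds plus 3 SD, cut at about 6.6% in these data, passing the limit was not always enough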;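 also: 100% uses oxytocin at 75 nM as the full agonist control; some results filed as inactive read as strong as hits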
#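 test system = CHO-OTR cells, human receptor | compound = single-point 3.0 µM | schedule = 6 min compound pre-incubation at room temperature, 100 s kinetic read | signal = Fluo-8 no-wash calcium dye fluorescence, excitation 470-495 nm, emission 515-575 nm | repeats = single well per compound, singlicate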
# CHRM4 agonist – CHRM4 agonism in calcium assay. activation, % at 3 µM. hit rate 0.14% among 360,000. CHO-K1 hM4/Gqi5, Fluo-8 calcium fluorescence; vehicle 0%, full acetylcholine response 100%. P08173;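 active = activation above the run mean over all test wells plus 3 SD, cut at about 32% in these data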;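 also: peak over basal fluorescence ratio per well then scaled between controls; 0% = DMSO wells and 100% = acetylcholine at EC100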
# CHRM1 antagonist – antagonists of human M1 muscarinic receptor; CHO-K1 hM1, Fluo-8 calcium fluorescence, ACh EC80 antagonist; inhibition, % at 3 µM; hit rate 1.3% among 360,000;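 active = percent inhibition above its own plate's cutoff, namely the mean of that plate's compound wells plus 3 SD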;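 also: peak over basal fluorescence ratio during 140 s after agonist addition; 0% = ACh EC80 plus DMSO and 100% = DMSO alone without agonist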
# CHO parental Ca – counter-screen: ATP calcium response change in parental CHO cells; parental CHO-K1, ATP-induced calcium, Fluo-8 fluorescence; inhibition, % at 5.6 µM; hit rate 0.63% among 330,000; AID 463079;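 active = inhibition above that plate's mean sample inhibition plus 3 SD, cut at about 26% in these data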;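 also: 0% = ATP-challenged DMSO wells and 100% = DMSO wells without ATP; some compounds past the cut are filed as inactive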
#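 Test system: untransfected parental CHO cell line; also added: ATP stimulus; dosing: 5.6 µM, single dose; signal: calcium-sensitive Fluo-8 fluorescence; measure: percent inhibition of ATP-evoked calcium rise, normalized to controls; benchmarks: low control ATP plus DMSO, high control DMSO only; replication: one well per compound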
# CHRM1 agonist – activates human CHRM1 receptor; CHO-K1 hM1, Fluo-8 calcium fluorescence, agonist mode; 0% DMSO, 100% acetylcholine EC100; hit rate 0.33% among 360,000; activation, % at 3 µM;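 active = activation above the run's mean compound activation plus 3 SD, cut at about 16% in these data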;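 also: peak over basal fluorescence ratio within a 140 s kinetic read after compound addition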
# Active calls of the source: *; . = not tested or not shown.
SMILES,CHO-K1 Ca antag,M4 antag,CHRM1 PAM,M1 ag parental,OXTR potentiator,CHRM4 agonist,CHRM1 antagonist,CHO parental Ca,CHRM1 agonist
COc1ccc(CNC(=O)CN(CC2CCCO2)C(=O)CNS(=O)(=O)c2ccc(F)cc2)cc1 (stereo not given),-7,-10,3,1.1,.,1,-21,.,-2
COC(=O)N/N=C/c1cn(CC(C)COc2ccccc2)c2ccccc12 (stereo not given),-2,7,-2,2.7,0,6,6,4,-4
O=C(Cn1cnc2c(cnn2-c2ccc(Cl)cc2)c1=O)N1CCN(c2ccccc2)CC1,-13,-6,12,1.1,-9,2,0,-5,-5
CC1=C(C(=O)N(C(C)C)C(C)C)CC(CC(=O)NCCCCc2ccccc2)C(=O)N1CCCN1CCCC1=O (stereo not given),12,4,-6,-0.3,.,0,8,.,-5
O=C1N2CCCCC1(c1ccccc1)CCCC2,-12,5,.,0.0,.,0,.,.,.
COc1ccc(N2CCN(C(CNC(=O)C(=O)NCCCn3ccnc3)c3cccnc3)CC2)cc1 (stereo not given),-5,-6,8,0.8,6,1,-6,11,-11
O=C(CSc1ncnc2c1nnn2-c1ccc(F)cc1)NCC1CCCO1 (stereo not given),2,-5,1,0.4,-27,2,-4,-6,-4
Cc1cc(O)c(C2(O)C(=O)Nc3ccccc32)cc1C (stereo not given),3,-3,3,3.0,-7,9,10,-1,-3
N#C/C(=C\c1ccccc1Cl)C(=O)NC(=O)Oc1ccccc1,-12,-1,9,0.7,-2,0,-7,-4,-3
COc1ccc(S(=O)(=O)N2CCCC2C(=O)n2nc(C)cc2C)cc1 (stereo not given),30*,-1,-7,-0.5,-8,0,6,-15,-5
CC(NC(=O)[C@@H](NC(=O)[C@@H]1Cc2ccccc2CN1)C(C)C)c1ccccc1 (stereo not given in full),-12,-9,0,0.3,-20,0,-5,-17,-5
Cc1ccc(S(=O)(=O)N2CCC(C(=O)OCCOc3cccc(C)c3)CC2)cc1,15,-8,-9,0.7,-10,3,25,-14,-2
Brc1cccc(CN2CCCCCC2)c1,-6,13,-1,3.3,.,1,-7,.,-7
COc1ccc(O)c(C2NC(CC(C)C)(C(=O)O)C3C(=O)N(Cc4ccccc4)C(=O)C23)c1 (stereo not given),-6,-2,6,0.0,-4,1,2,-1,-2
O=S(=O)(c1cccc(-c2nnc3n2CCCCC3)c1)N1CCCC1,-14,-8,-4,0.8,3,2,8,-7,-8
C=CCN1C(=O)C(CC(=O)NCC)SC1=Nc1ccc(S(N)(=O)=O)cc1 (stereo not given),-9,-3,2,0.1,-3,0,-4,-3,-4
CC(C)(C)c1ccc(-c2nnc(N)s2)cc1,-13,4,7,2.8,-3,0,0,-8,3
COC(=O)CSC1=C(C#N)C(c2ccccc2F)CC(=O)N1 (stereo not given),-6,-18,10,0.7,-5,2,-11,-5,-2
COc1ccc(-c2nc(-c3cccs3)no2)cc1,-9,-3,10,0.8,5,1,-4,-6,0
Cc1ccc(Cl)cc1NC(=O)CN1C(=O)NC2(CCCCCC2)C1=O,-17,3,7,0.7,-7,1,-6,-6,1
CCN(CC)C(=O)CSc1nc2ccccc2c(=O)n1-c1cccc(OC)c1,-19,-4,1,0.7,-14,1,-2,-2,-4
CC(Sc1nc2ccccc2c(=O)n1C)C(=O)N(C)C1CCCCC1 (stereo not given),0,2,-6,11,-15,11,9,6,9
COc1cc2c(cc1OC)C(C)N(CC(=O)Nc1ccc(C)c(S(=O)(=O)N3CCOCC3)c1)CC2 (stereo not given),-9,-16,4,4.2,-5,5,-11,-7,-3
O=C(NCc1ccc(Cl)cc1)C1CCCO1 (stereo not given),2,-1,7,0.6,-1,0,-3,-13,-3
CCOC(=O)c1c(NC(=O)CN2CCOCC2)sc(C(=O)NC)c1C,-1,2,3,-0.1,10,1,-7,2,-1
# (next part)
SMILES,CHO-K1 Ca antag,M4 antag,CHRM1 PAM,M1 ag parental,OXTR potentiator,CHRM4 agonist,CHRM1 antagonist,CHO parental Ca,CHRM1 agonist
CCOC(=O)c1cccc(NC(=O)CSc2nc3ccccc3c(=O)n2CC)c1,-11,16,-2,0.7,-6,0,3,-13,12
COc1ccccc1N1N=C(c2ccc([N+](=O)[O-])cc2)CC1c1ccccc1 (stereo not given),18,4,-1,8.3,-22,4,8,55*,6
Cc1cc(/C=N/Nc2nc(N3CCOCC3)nc(N3CCOCC3)n2)c(C)n1-c1ccccc1,2,-11,-9,3.1,-3,11,5,-32,-8
N#Cc1ccc(COC(=O)c2cccnc2Cl)cc1,-4,0,5,1.3,-4,2,-3,-9,-3
O=C(CC1C(=O)N(Cc2ccccc2)C(=S)N1CCN1CCOCC1)Nc1ccc(F)cc1 (stereo not given),-13,-3,6,1.6,-5,5,-1,-16,-5
COc1cc(/C=C/C(=O)OCC(=O)N2CCN(C(=O)c3ccco3)CC2)ccc1O,4,9,-8,4.7,-8,11,8,-8,-3
COc1ccc(/C=C/C(=O)Nc2cccc(S(=O)(=O)NC3=NCCCCC3)c2)cc1,-14,3,-2,7.7,-2,8,-3,-23,-1
CCC(=O)Nc1ccc2oc(-c3ccccc3Br)nc2c1,-12,-5,-1,0.5,-18,4,-28,5,-1
Cc1ccc(N2C(=O)CCSC23C(=O)Nc2ccccc23)cc1 (stereo not given),5,27*,-8,0.0,5,1,3,-2,-6
Cc1cc(=O)[nH]c(Nc2ccc(N(C)C)cc2)n1,-5,-21,3,-0.6,5,0,-5,-5,0
COc1ccccc1-c1cc2nc(NCCc3ccc(S(N)(=O)=O)cc3)ccn2n1,22,12,-2,0.6,.,5,-2,.,3
O=C1[C@H](Cc2ccccc2)NCC=CC[C@H](c2ccc(Cl)cc2)N1Cc1ccc(Cl)cc1,-6,-4,3,0.2,.,2,-1,.,-4
COC(C[C@@H]1O[C@@H]1C(=O)[C@@H](C)OCc1ccccc1)OC,-8,3,2,0.4,-1,0,2,4,-5
COc1ccc(-c2noc(CSc3nc(-c4ccccc4)cc(=O)[nH]3)n2)cc1,-12,-7,2,-0.2,-4,0,-6,-12,-3
CCOP(=O)(OCC)C(Nc1ccccc1)c1cc(OC)ccc1OC (stereo not given),9,14,-7,-0.1,1,0,12,-2,-2
CCOC(=O)COc1cc([N+](=O)[O-])cc2cccnc12,-16,5,7,-0.7,-4,1,-14,-6,0
CC1CC(C)CN(S(=O)(=O)c2ccc(NC(=O)CCNC(=O)c3ccc([N+](=O)[O-])cc3)cc2)C1 (stereo not given),-2,1,-3,-0.1,-4,0,3,1,-3
COc1ccc(C2CC(=O)c3cnc(Nc4cc(C)cc(C)c4)nc3C2)cc1 (stereo not given),-4,-6,-1,0.0,-8,-2,5,-40,-4
CCn1cnc2cc(NC(=O)c3ccc(C)cc3)ccc21,-6,-2,6,0.1,4,1,-18,6,-1
Cc1scc(C(=O)NNC(=S)NCC(C)C)c1C,-8,-1,12,-0.4,1,0,-16,-8,-2
CC12CN3CC(C)(CN(C1)C3c1ccc(Cl)cc1)C2 (stereo not given),-6,5,0,0.1,-3,1,-3,2,-2
O=[N+]([O-])c1ccc(Sc2cccc3cccnc23)c([N+](=O)[O-])c1,7,21,-4,0.9,-5,1,16,21,-5
COc1ccc(Br)cc1CN(C)C(=O)C1CC(=O)N(C2CCCC2)C1 (stereo not given),-13,0,-5,-0.2,-7,1,1,-19,-6
COc1cc(-c2nc(-c3ccccc3)c(-c3cc([N+](=O)[O-])ccc3C)[nH]2)cc(OC)c1OC,-5,-1,6,0.0,-10,0,-5,-16,0
O=C(COc1nncc2ccccc12)Nc1ccc(Br)cc1F,-9,-1,11,0.0,-11,3,-7,-12,-5
# (continued)
SMILES,CHO-K1 Ca antag,M4 antag,CHRM1 PAM,M1 ag parental,OXTR potentiator,CHRM4 agonist,CHRM1 antagonist,CHO parental Ca,CHRM1 agonist
Cc1ccc(C(=O)OCC(=O)Nc2nc(-c3ccccc3)cs2)cc1NC(=O)c1ccco1,-7,11,-9,5.5,-20,21,26,-9,-2
CC(C)CCN1CCNC(=O)C1CC(=O)N(C)CCCN1CCOCC1 (stereo not given),-13,-7,5,0.5,-12,1,-7,-3,-3
NC(c1ccc(F)c(F)c1)c1nc(-c2cncnc2)cs1 (stereo not given),-8,-6,9,0.7,.,0,-7,.,-1
CCOc1ccccc1NC(=O)CCNC(=O)Cn1ccc2ccccc2c1=O,-13,5,2,0.6,-4,0,-2,-9,-2
CSc1nsc(NC(=O)Cc2ccccc2)n1,-3,9,-7,4.2,-8,7,4,-5,0
Cc1ccccc1OCCn1c(CCNC(=O)C(C)C)nc2ccccc21,-9,6,12,1.6,-7,3,-7,-5,-8

# Nothing new here: an excerpt of the list.
SMILES,CHO-K1 Ca antag,M4 antag,CHRM1 PAM,M1 ag parental,OXTR potentiator,CHRM4 agonist,CHRM1 antagonist,CHO parental Ca,CHRM1 agonist
COc1ccc(-c2noc(CSc3nc(-c4ccccc4)cc(=O)[nH]3)n2)cc1,-12,-7,2,-0.2,-4,0,-6,-12,-3
CCOP(=O)(OCC)C(Nc1ccccc1)c1cc(OC)ccc1OC (stereo not given),9,14,-7,-0.1,1,0,12,-2,-2
CCOC(=O)COc1cc([N+](=O)[O-])cc2cccnc12,-16,5,7,-0.7,-4,1,-14,-6,0
CC1CC(C)CN(S(=O)(=O)c2ccc(NC(=O)CCNC(=O)c3ccc([N+](=O)[O-])cc3)cc2)C1 (stereo not given),-2,1,-3,-0.1,-4,0,3,1,-3
COc1ccc(C2CC(=O)c3cnc(Nc4cc(C)cc(C)c4)nc3C2)cc1 (stereo not given),-4,-6,-1,0.0,-8,-2,5,-40,-4
CCn1cnc2cc(NC(=O)c3ccc(C)cc3)ccc21,-6,-2,6,0.1,4,1,-18,6,-1
Cc1scc(C(=O)NNC(=S)NCC(C)C)c1C,-8,-1,12,-0.4,1,0,-16,-8,-2
CC12CN3CC(C)(CN(C1)C3c1ccc(Cl)cc1)C2 (stereo not given),-6,5,0,0.1,-3,1,-3,2,-2
O=[N+]([O-])c1ccc(Sc2cccc3cccnc23)c([N+](=O)[O-])c1,7,21,-4,0.9,-5,1,16,21,-5
COc1ccc(Br)cc1CN(C)C(=O)C1CC(=O)N(C2CCCC2)C1 (stereo not given),-13,0,-5,-0.2,-7,1,1,-19,-6
COc1cc(-c2nc(-c3ccccc3)c(-c3cc([N+](=O)[O-])ccc3C)[nH]2)cc(OC)c1OC,-5,-1,6,0.0,-10,0,-5,-16,0
O=C(COc1nncc2ccccc12)Nc1ccc(Br)cc1F,-9,-1,11,0.0,-11,3,-7,-12,-5
Cc1ccc(C(=O)OCC(=O)Nc2nc(-c3ccccc3)cs2)cc1NC(=O)c1ccco1,-7,11,-9,5.5,-20,21,26,-9,-2
CC(C)CCN1CCNC(=O)C1CC(=O)N(C)CCCN1CCOCC1 (stereo not given),-13,-7,5,0.5,-12,1,-7,-3,-3
NC(c1ccc(F)c(F)c1)c1nc(-c2cncnc2)cs1 (stereo not given),-8,-6,9,0.7,.,0,-7,.,-1
